Vif-A3F inh – blocks the Vif interaction with APOBEC3F. AID 602313. HeLa A3F-eYFP + Vif (tagged APOBEC3F with the HIV-1 protein that degrades it), YFP fluorescence increase. Potency, µM (titrated, usually from 46.1 µM), inactives show at the top dose activity, negative = active. 390,000 compounds, 0.2% hits; also: potency is read from the fitted curve at half-maximal effect; % of control where 0% means no effect; nearly all actives have a fitted effect of over 65% in size
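HeLa cells stably expressing A3F-eYFP plus Vif, plated and incubated overnight at 37 deg C, then exposed to compounds overnight at 37 deg C. Blocked degradation read as raised yellow fluorescence (Ex 488/Em 500-530).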
D2 PAM – positive allosteric modulators of human D2 dopamine receptor; 340,000 compounds, 0.34% hits; HEK293 T-REx D2, calcium flux, EC20 dopamine potentiation; potentiation, % at 10 µM; P14416;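 active = potentiation over 3 SD above the plate norm, cut at about 30% in these data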; also: 0% is about no effect
Target sequence (P14416 whole entry, looked up): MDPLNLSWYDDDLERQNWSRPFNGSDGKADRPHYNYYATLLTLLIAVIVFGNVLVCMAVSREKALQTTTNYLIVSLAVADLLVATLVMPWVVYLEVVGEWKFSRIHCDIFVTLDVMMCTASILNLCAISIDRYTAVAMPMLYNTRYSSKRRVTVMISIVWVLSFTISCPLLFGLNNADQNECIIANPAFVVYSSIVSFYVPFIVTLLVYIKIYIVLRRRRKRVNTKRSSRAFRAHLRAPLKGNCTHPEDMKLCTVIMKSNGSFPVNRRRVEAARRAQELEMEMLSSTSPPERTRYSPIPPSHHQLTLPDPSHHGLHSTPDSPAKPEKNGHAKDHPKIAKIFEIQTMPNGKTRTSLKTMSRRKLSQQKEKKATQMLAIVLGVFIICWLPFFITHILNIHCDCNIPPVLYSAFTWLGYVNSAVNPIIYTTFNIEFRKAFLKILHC
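Tetracycline-induced Hek293 Trex D2 cells, force-coupled to calcium, loaded with no-wash calcium dye. Compound added with 180 s kinetic read for agonism, then EC20 dopamine and a further 180 s read for potentiation.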
D1 potentiator – potentiators of human D1 dopamine receptor; HEK293 TREx D1 cells, calcium flux, dopamine EC20 potentiation; potentiation, % at 10 µM; 360,000 compounds, 0.036% hits; in the data active = potentiation above about 30%; also: 0% is about no effect
Target sequence (P21728 whole entry, looked up): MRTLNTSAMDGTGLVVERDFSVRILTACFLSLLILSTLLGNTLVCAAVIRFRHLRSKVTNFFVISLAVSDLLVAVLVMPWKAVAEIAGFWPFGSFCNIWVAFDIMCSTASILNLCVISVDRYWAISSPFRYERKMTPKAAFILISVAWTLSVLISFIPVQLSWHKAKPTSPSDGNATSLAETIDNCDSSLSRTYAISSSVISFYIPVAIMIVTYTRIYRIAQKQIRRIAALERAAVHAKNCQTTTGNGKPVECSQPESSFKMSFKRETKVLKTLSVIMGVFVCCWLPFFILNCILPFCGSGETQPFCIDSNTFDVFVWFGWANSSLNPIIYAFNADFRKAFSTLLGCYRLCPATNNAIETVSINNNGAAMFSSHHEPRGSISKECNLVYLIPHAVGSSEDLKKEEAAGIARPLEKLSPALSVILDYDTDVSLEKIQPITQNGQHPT
D1 antagonist – antagonists of human D1 dopamine receptor; P21728; HEK293 TREx D1 cells, calcium flux, dopamine EC80; active compounds read low; activity change, negative = inhibition, % at 10 µM; 360,000 compounds, 3.2% hits; in the data active = activity change below about -30%; also: % is scaled to controls: 0 for no effect and ±100 for the full control effect
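HEK293 T-REx cells expressing inducible, force-coupled D1 receptor; no-wash Ca dye, 30–90 min RT. Cmpd → 180 s read at 1 Hz → EC80 DA → 180 s read.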
Glioma ERSR ind – induces the endoplasmic reticulum stress response in human glioma cells; Potency, µM, for the others: at the top dose activation, actives largely listed as activators; AID 602332; U87-MG GRP78 promoter luciferase reporter, 16 h; 420,000 compounds, 0.02% hits; also: potency is read from the fitted curve at half-maximal effect; series mostly up to about 76 µM; % of control where 0% means no effect; nearly all actives have a fitted effect of over 35% in size
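ERSR induction read as luciferase luminescence (Bright-Glo, 10 min at room temperature) in stably transfected human U87-MG glioma cells exposed to compounds for 16 h, using GRP78 as sensor.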
Vif-A3G inh – inhibitors of Vif-APOBEC3G interaction | HeLa A3G-eYFP + Vif (tagged APOBEC3G with the HIV-1 protein that degrades it), YFP fluorescence, overnight | 410,000 compounds, 0.076% hits | Q9HC16 | Potency, µM (series often up to 46.1 µM), for inactives: at the top dose activity, negative = active, usual class: inhibitors;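 also: potency is read from the fitted curve at half-maximal effect; % is scaled to controls: 0 for no effect and ±100 for the full control effect; nearly all actives have a fitted effect of over 60% in size; hits raise eYFP signal because A3G escapes Vif-driven loss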
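HeLa cells stably expressing Vif and C-terminally eYFP-tagged A3G, seeded overnight at 37 deg C, then exposed to compound by pintool overnight at 37 deg C. Rise in yellow fluorescence (Ex 488/Em 500-530, Acumen) marks blocked Vif-driven A3G degradation.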
RXFP1 ag – RXFP1 (human) receptor agonism | 370,000 compounds, 0.3% hits | AID 2676 | HEK293T-RXFP1 cAMP TR-FRET, 30 min; response scale: percent of porcine relaxin response, buffer zero | Q9HBX9 | Potency, µM (doses to about 57.5 µM), for inactives: at the highest dose activation, most hits filed as activators; also: potency is read from the fitted curve at half-maximal effect; % is scaled to controls: 0 for no effect and ±100 for the full control effect; nearly all actives have a fitted effect of over 60% in size; many of its hits are not listed in these tables
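Agonist response is measured as cAMP accumulation in an RXFP1-transfected HEK293T line under PDE4 inhibition. Values are scaled between buffer-only and 29 nM porcine relaxin, and EC50s come from standard Hill equation fits.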
D1 ag – agonists of human D1 dopamine receptor; P21728; HEK293 T-REx D1 cells, calcium flux, agonist mode; activation, % at 2 µM; 360,000 compounds, 1% hits; AID 504660; in the data active = activation above about 30%; also: 0% is about no effect
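Tetracycline-induced HEK293 TREx D1 cells, force-coupled to calcium signalling, were dye-loaded with a no-wash calcium kit. Compound was pin-added after a 10 s baseline. Fluorescence was read kinetically at 1 cycle/s for 180 s, with calcium rises flagged as agonism.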
RXFP1 antagonist – RXFP1 (human) relaxin receptor antagonism; Q9HBX9; AID 1259400; HEK293-RXFP1, relaxin-stimulated cAMP HTRF, 30 min; active compounds read low; activity change, negative = inhibition, % at 57.5 µM; 350,000 compounds, 0.59% hits;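 active = activity change of -60% or lower, but not beyond a set lower limit; inconclusive = change between -60% and -40%, or beyond the set limit; inactive = change above -40%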; also: % is scaled to controls: 0 for no effect and ±100 for the full control effect
An asterisk follows results filed as active. Unless noted, calls follow the shape of the dose curve; as a rule, active = well fitted curve in the direction sought with a large enough effect; inconclusive = small, poorly fitted or top-dose-only effect, or another doubt; inactive = no such curve, though single readings can be large; an effect the other way counts as inactive or inconclusive. Some of the compounds tested, so the mix of outcomes need not match the whole.

`NNc1nc(-c2ccccc2)c2cc(Br)ccc2n1` gave Vif-A3F inh 2%, D2 PAM -4, D1 potentiator -6, D1 antagonist 25, Glioma ERSR ind 0%, Vif-A3G inh -8%, RXFP1 ag 2.8%, D1 ag 0 and RXFP1 antagonist -5.
Cc1cccc(Oc2ccccc2NC(=O)CSCC(=O)Nc2cc(C)on2)c1 was read as Vif-A3F inh -9%, D2 PAM -2, D1 potentiator -7, D1 antagonist -44*, Glioma ERSR ind -1%, Vif-A3G inh -1%, RXFP1 ag 0.7%, D1 ag 15 and RXFP1 antagonist -12.
Screening CCOC(=O)[C@@H]1[C@H]2COc3ccc(Br)cc3[C@H]2N2C(=O)N(c3cccc(Cl)c3)C(=O)[C@]12C returned Vif-A3F inh -1%, D2 PAM -1, D1 potentiator -2, D1 antagonist -4, Glioma ERSR ind -3%, Vif-A3G inh 1%, RXFP1 ag 1.1% and D1 ag 2.
Screening O=C(CCCC(=O)NN=Cc1ccc(Cl)cc1Cl)NN=Cc1ccc(Cl)cc1Cl returned Vif-A3F inh 0%, Glioma ERSR ind -6%, Vif-A3G inh -3% and RXFP1 antagonist 12.
Screening CCN(c1cccc(C)c1)S(=O)(=O)c1ccc(-c2ccc(=O)[nH]n2)o1 returned Vif-A3F inh -7%, D2 PAM -5, D1 potentiator 9, D1 antagonist 25, Glioma ERSR ind 1%, Vif-A3G inh -1%, RXFP1 ag 23%, D1 ag 1 and RXFP1 antagonist -4.
COc1ccccc1CNC1CCN(Cc2ccccc2)CC1 was read as Vif-A3F inh -7%, D1 potentiator -3, D1 antagonist -3, Glioma ERSR ind -8%, Vif-A3G inh -1%, RXFP1 ag 0.8%, D1 ag 4 and RXFP1 antagonist -5.
Screening CCC(CC)C1C(C#N)=C(N)Oc2n[nH]c(-c3ccccc3)c21 (stereo not given) returned Vif-A3F inh -12%, D2 PAM 3, D1 potentiator 2, D1 antagonist 9, Glioma ERSR ind -4%, Vif-A3G inh inconclusive, RXFP1 ag -3.7%, D1 ag -3 and RXFP1 antagonist -8.
`O=C(C[n+]1cc(Br)cc(Br)c1)c1cccc([N+](=O)[O-])c1` gave Vif-A3F inh 0%, D1 potentiator 3, D1 antagonist 16, Glioma ERSR ind -4%, Vif-A3G inh -5%, RXFP1 ag -0.4%, D1 ag 1 and RXFP1 antagonist inconclusive.
For COc1ccc(CNc2nc3c(c(=O)n(Cc4ccc(Br)cc4)c(=O)n3C)n2C)cc1 the results were Vif-A3F inh 9%, D2 PAM -6, D1 potentiator -3, D1 antagonist 20, Glioma ERSR ind -3%, Vif-A3G inh -7%, RXFP1 ag -0.2%, D1 ag 2 and RXFP1 antagonist -4.
`Cn1c(CCN2CCCCC2)nc2cc(NC(=O)C3CCCCC3)ccc21` gave Vif-A3F inh 5%, D2 PAM -6, D1 potentiator -5, D1 antagonist -1, Glioma ERSR ind -7%, Vif-A3G inh -3%, RXFP1 ag 1.7%, D1 ag 3 and RXFP1 antagonist 2.
`NC(=O)CC1C(=O)N(c2ccccc2)C(=S)N1NC(=O)c1ccc(Br)cc1` (stereo not given) gave Vif-A3F inh 0%, D2 PAM -1, D1 potentiator 0, D1 antagonist -5, Glioma ERSR ind 3%, Vif-A3G inh 2%, RXFP1 ag 4.0%, D1 ag 2 and RXFP1 antagonist 3.
For COCc1ccc(-c2c(-c3cc(OC)cc(OC)c3)oc(=O)c3cc(OC)c(OC)cc23)cc1 the results were Vif-A3F inh 4%, D2 PAM 2, D1 potentiator 3, Glioma ERSR ind -1%, Vif-A3G inh 0%, RXFP1 ag 2.0% and D1 ag 2.
N/C(=N\OC(=O)c1ccc(Cl)c(Cl)c1)c1ccccn1 was read as Vif-A3F inh -1%, D2 PAM -4, D1 potentiator -1, D1 antagonist -18, Glioma ERSR ind -6%, Vif-A3G inh -10%, RXFP1 ag 2.5%, D1 ag 1 and RXFP1 antagonist -3.
`COc1ccc(OC)c(NC(=O)c2ccc(S(=O)(=O)N3CCN(C)CC3)cc2)c1` gave Vif-A3F inh 1%, D2 PAM 6, D1 potentiator -4, D1 antagonist -16, Glioma ERSR ind 0%, Vif-A3G inh 1%, RXFP1 ag 2.3%, D1 ag 2 and RXFP1 antagonist -5.
`CC(=O)NC12CC3CC(C1)CC(C(=O)Nc1c(C)n(C)n(-c4ccccc4)c1=O)(C3)C2` gave Vif-A3F inh -5%, D2 PAM -8, D1 potentiator 0, D1 antagonist -41*, Glioma ERSR ind 1%, Vif-A3G inh -1%, RXFP1 ag 1.1%, D1 ag 3 and RXFP1 antagonist 4.
For COc1ccc([N+](=O)[O-])cc1NCc1ccccc1 the results were Vif-A3F inh -2%, D2 PAM -3, D1 potentiator -7, D1 antagonist -29, Glioma ERSR ind -2%, Vif-A3G inh -6%, RXFP1 ag 0.6%, D1 ag 3 and RXFP1 antagonist -23.
O=[N+]([O-])c1ccc(C(O)CN2CCOCC2)cc1 (stereo not given) was read as Vif-A3F inh 14%, D2 PAM -10, D1 potentiator -8, D1 antagonist -16, Glioma ERSR ind -4%, Vif-A3G inh -5%, RXFP1 ag 2.6%, D1 ag 2 and RXFP1 antagonist -7.
`CCOC(=O)n1c(=O)n(C)c2ccc(Cl)cc21` gave Vif-A3F inh 2%, D2 PAM 2, D1 potentiator -7, D1 antagonist -20, Glioma ERSR ind -3%, Vif-A3G inh -8%, RXFP1 ag 0.9%, D1 ag 5 and RXFP1 antagonist -19.
`COC(=O)c1sccc1N(C)S(C)(=O)=O` gave Vif-A3F inh 22%, D2 PAM -4, D1 potentiator -1, D1 antagonist 3, Glioma ERSR ind 1%, Vif-A3G inh 2%, RXFP1 ag -2.5%, D1 ag 3 and RXFP1 antagonist 15.
Screening CN(C(=O)CSc1nnnn1-c1ccc(O)cc1)C1CCS(=O)(=O)C1 (stereo not given) returned Vif-A3F inh 1%, D2 PAM -2, D1 potentiator 7, D1 antagonist 16, Glioma ERSR ind -2%, Vif-A3G inh -1%, RXFP1 ag 2.2%, D1 ag 2 and RXFP1 antagonist -11.

The closing 3 records of the section before open the next one.
`CCOC(=O)n1c(=O)n(C)c2ccc(Cl)cc21` gave Vif-A3F inh 2%, D2 PAM 2, D1 potentiator -7, D1 antagonist -20, Glioma ERSR ind -3%, Vif-A3G inh -8%, RXFP1 ag 0.9%, D1 ag 5 and RXFP1 antagonist -19.
`COC(=O)c1sccc1N(C)S(C)(=O)=O` gave Vif-A3F inh 22%, D2 PAM -4, D1 potentiator -1, D1 antagonist 3, Glioma ERSR ind 1%, Vif-A3G inh 2%, RXFP1 ag -2.5%, D1 ag 3 and RXFP1 antagonist 15.
Screening CN(C(=O)CSc1nnnn1-c1ccc(O)cc1)C1CCS(=O)(=O)C1 (stereo not given) returned Vif-A3F inh 1%, D2 PAM -2, D1 potentiator 7, D1 antagonist 16, Glioma ERSR ind -2%, Vif-A3G inh -1%, RXFP1 ag 2.2%, D1 ag 2 and RXFP1 antagonist -11.
CC1(C)Cc2c(sc3nc4n(c(=N)c23)CCC4)CO1 was read as Vif-A3F inh -3%, D2 PAM -5, D1 potentiator 0, D1 antagonist -4, Glioma ERSR ind -1%, Vif-A3G inh -2%, RXFP1 ag 2.2%, D1 ag -1 and RXFP1 antagonist -17.
CC(/C=C1\SC(=S)N(NC(=O)c2ccccc2C)C1=O)=C\c1ccccc1 was read as Vif-A3F inh -16%, D2 PAM -9, D1 potentiator 3, D1 antagonist 3, Glioma ERSR ind -5%, Vif-A3G inh -12%, RXFP1 ag 2.0%, D1 ag 2 and RXFP1 antagonist 1.
`CCC(=O)N1CCc2cc(S(=O)(=O)NCCC(=O)Nc3ccc(OC)cc3)ccc21` gave Vif-A3F inh 2%, D2 PAM -7, D1 potentiator -4, D1 antagonist 1, Glioma ERSR ind -4%, Vif-A3G inh 0%, RXFP1 ag 1.1%, D1 ag 1 and RXFP1 antagonist 4.
COc1ccccc1NC(=O)c1cc(S(=O)(=O)NCc2ccccc2)ccc1F was read as Vif-A3F inh -20%, D2 PAM 23, D1 potentiator -5, D1 antagonist -1, Glioma ERSR ind -4%, Vif-A3G inh -29%, RXFP1 ag 1.4%, D1 ag 3 and RXFP1 antagonist -5.
Screening COc1cc(C(=O)Nc2ccc(NC(=O)c3ccc(C(C)(C)C)cc3)cc2)cc(OC)c1OC returned Vif-A3F inh 1%, D2 PAM 2, D1 potentiator -3, D1 antagonist -4, Glioma ERSR ind -1%, Vif-A3G inh -26%, RXFP1 ag 0.7%, D1 ag 2 and RXFP1 antagonist -15.
`COc1ccc(CNC(=O)CCC(=O)Nc2cccnc2)cc1` gave Vif-A3F inh 6%, D2 PAM -8, D1 potentiator 4, D1 antagonist -3, Glioma ERSR ind -2%, Vif-A3G inh 0%, RXFP1 ag 2.1%, D1 ag 2 and RXFP1 antagonist 0.
`Cc1cc(CNC(=O)c2cc(COc3c(F)cccc3F)on2)nn1C` gave Vif-A3F inh 8%, D2 PAM 7, D1 potentiator 3, D1 antagonist 1, Glioma ERSR ind -4%, Vif-A3G inh 0%, RXFP1 ag 3.2%, D1 ag 2 and RXFP1 antagonist -6.
Screening CC(NC(=O)Cc1ccccc1F)c1ccc(F)cc1 (stereo not given) returned Vif-A3F inh -1%, D2 PAM -5, D1 potentiator -5, D1 antagonist 2, Glioma ERSR ind 0%, Vif-A3G inh -3%, RXFP1 ag 0.6%, D1 ag 0 and RXFP1 antagonist 6.
Screening COc1cccc(CNc2cccc3cccnc23)c1O returned Vif-A3F inh -5%, D2 PAM -8, D1 potentiator 0, D1 antagonist -18, Glioma ERSR ind 3%, Vif-A3G inh -7%, RXFP1 ag 0.4%, D1 ag 1 and RXFP1 antagonist 12.
For O=C(CSC1=NS(=O)(=O)c2cc(Cl)ccc2N1)Nc1ccccc1F the results were Vif-A3F inh -7%, D2 PAM -6, D1 potentiator -9, D1 antagonist 0, Glioma ERSR ind -2%, Vif-A3G inh -5%, RXFP1 ag 0.1%, D1 ag 2 and RXFP1 antagonist -2.
